Redox H2O2 prof = compounds producing H2O2 with reducing agent – biochemical, NIH compound library profiling, artefact control for MLSCN library redox annotation, primary screen; DTT-dependent redox cycling H2O2, phenol red/HRP absorbance; 100% = 100 µM peroxide control, 0% = buffer; 200,000 tested, 0.03% active; activation, % at 10 µM; AID 878;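 active = activation of at least 50% relative to the plate's high and low controls in the primary single-dose screen; inactive = activation below 50%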;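 also: compound incubated with DTT at 0.8 mM final as the reducing agent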
PMI activator = phosphomannose isomerase (human) activation; activation factor at 20 µM; AID 1214; P34949; 190,000 tested, 0.005% active; purified human PMI, coupled resazurin fluorescence, 20 min; stronger effect = higher value; 1 = vehicle control, 0 substrate-free wells;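 active = activation factor of 2 or more at 20 µM, relative to plate controls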
Target sequence (P34949 whole entry, looked up): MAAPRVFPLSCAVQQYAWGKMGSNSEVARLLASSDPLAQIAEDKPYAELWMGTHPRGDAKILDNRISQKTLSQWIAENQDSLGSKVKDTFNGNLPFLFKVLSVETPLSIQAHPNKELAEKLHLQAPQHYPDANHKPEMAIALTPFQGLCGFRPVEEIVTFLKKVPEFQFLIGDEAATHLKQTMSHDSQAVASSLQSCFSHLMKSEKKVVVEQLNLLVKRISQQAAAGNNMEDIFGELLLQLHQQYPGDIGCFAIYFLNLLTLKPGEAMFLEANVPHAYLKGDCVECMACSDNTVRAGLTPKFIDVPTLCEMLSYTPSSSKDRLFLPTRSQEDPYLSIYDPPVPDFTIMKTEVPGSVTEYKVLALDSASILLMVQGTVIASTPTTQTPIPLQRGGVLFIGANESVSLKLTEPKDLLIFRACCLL
PMI act hi M6P = PMI (human) activation, high substrate. P34949. coupled PMI enzyme assay, resazurin fluorescence, 20 min; stronger effect = higher value; 1 = untreated enzyme, 0 = substrate-free blank. activation factor at 20 µM. 190,000 tested, 0.34% active. AID 1216;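 active = activation factor of 2 or more at 20 µM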
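Test system: human phosphomannose isomerase with PGI, G6PDH, diaphorase coupling enzymes / Doses: 20 µM compound, 1% DMSO / Times: enzyme reaction with compound 20 min at room temperature / Measured by: Diaphorase-driven resazurin-to-resorufin fluorescence, excitation 544, emission 590 nm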
TNAP inh hi DEA = inhibitors of human TNAP at high phosphate acceptor concentration | P05186 | 200,000 tested, 0.03% active | inhibition, % at 20 µM | purified TNAP, CDP-star luminescence, 1 M DEA;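 active = over 50% inhibition of tissue-nonspecific alkaline phosphatase at 20 µM in the single-dose screen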;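 also: plate controls were DMSO wells for no effect and EDTA-quenched wells as full inhibition for full effect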
Target sequence (P05186 whole entry, looked up): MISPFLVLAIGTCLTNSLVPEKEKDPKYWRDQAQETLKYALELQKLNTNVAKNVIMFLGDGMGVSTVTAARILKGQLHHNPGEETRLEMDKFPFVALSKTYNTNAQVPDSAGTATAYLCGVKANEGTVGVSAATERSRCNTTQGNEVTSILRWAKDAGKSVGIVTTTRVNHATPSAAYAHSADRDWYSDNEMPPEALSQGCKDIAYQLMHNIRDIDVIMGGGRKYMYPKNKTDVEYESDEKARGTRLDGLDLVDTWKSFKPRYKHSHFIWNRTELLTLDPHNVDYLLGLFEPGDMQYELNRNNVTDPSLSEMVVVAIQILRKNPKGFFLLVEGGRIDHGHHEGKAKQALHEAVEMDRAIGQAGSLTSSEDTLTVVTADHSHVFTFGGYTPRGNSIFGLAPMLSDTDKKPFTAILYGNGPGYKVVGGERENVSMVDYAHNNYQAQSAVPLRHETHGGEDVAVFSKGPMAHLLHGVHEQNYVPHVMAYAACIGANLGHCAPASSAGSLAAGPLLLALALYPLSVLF
Lmaj promast = Leishmania major promastigote growth inhibition; AID 1063; Leishmania major promastigotes, resazurin fluorescence viability; inhibition, % at 10 µM; 200,000 tested, 9% active; in the data active = inhibition above about 50%;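 also: promastigotes grown with compound for 44 hours at 28 °C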
RAM network inh = yeast RAM network inhibition; S. cerevisiae dse1pr::URA3 reporter, 5-FOA growth OD615, 2 d; analog-sensitive cbk1-as2 kinase mutant strain; inhibition, % at 50 µM; 190,000 tested, 1.8% active; AID 868;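 active = inhibition above a set limit, 3 SD over mean compound inhibition, cut at about 8.4% in these data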;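 also: 0% = DMSO-only wells with no growth and 100% = 10 µM 1-NA-PP1 full growth; inhibition rescues growth on 5-FOA so higher OD means more RAM inhibition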
TNAP inh noacc = TNAP (human) inhibition, acceptor-free conditions. P05186. purified TNAP, CDP-star luminescence, 30 min. inhibition, % at 20 µM. 200,000 tested, 0.26% active;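 active = tissue-nonspecific alkaline phosphatase inhibition above about 50% at 20 µM in the single-dose screen, limit read from the data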;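 also: 0% = DMSO negative control and 100% = EDTA positive control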
HMGR II inh = inhibitors of class II HMG-CoA reductase from Enterococcus faecalis | purified E. faecalis HMGR, NADPH absorbance 340 nm kinetic | inhibition, % at 10 µM | 190,000 tested, 0.41% active;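 active = inhibition above a set limit, the median over all tested compounds plus 3 SD, cut at about 9.5% in these data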;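 also: enzyme runs in reverse so mevalonate oxidation gives rising NADPH absorbance; 0% = complete reaction with DMSO and 100% = background rate lacking mevalonate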
S1P3 antag = S1P3 (human) receptor antagonism; Q99500; CHO S1P3 NFAT-BLA reporter, FRET fluorescence, antagonist mode; 170,000 tested, 0.27% active; inhibition, % at 4.98 µM; AID 485;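 active = inhibition above the plate cutoff, the mean inhibition of test wells on that plate plus 3 SD, cut at about 28% in these data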;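 also: cells challenged with S1P at its EC80 of 0.8 µM; blue over green emission ratio from cleaved BLA substrate after 4 h stimulation; 0% = S1P-stimulated wells and 100% = unstimulated DMSO-only wells; some compounds past the cut are filed as inactive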
Hsp70 activator = transcriptional activators of Hsp70; HeLa Hsp70 promoter luciferase reporter, luminescence; scaled: vehicle 0, proteasome-inhibitor control 100%; activation, % at 10 µM; 200,000 tested, 0.04% active;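 active = activation above the mean across all tested compounds plus 3 SD, cutoff set per campaign, cut at about 5.5% in these data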;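 also: 100% = MG132 at 30 µM as the positive control and 0% = DMSO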
An asterisk follows results filed as active; · = no result given. An unsorted share of the library; overall some 12% were active at least once.

SMILES	Redox H2O2 prof	PMI activator	PMI act hi M6P	TNAP inh hi DEA	Lmaj promast	RAM network inh	TNAP inh noacc	HMGR II inh	S1P3 antag	Hsp70 activator
CC(=O)Nc1sc(N/N=C\c2ccccc2)nc1-c1cccs1	-0.4	0.6	0.8	1.4	-8.3	1.9	6.0	-1.2	12.5	-0.1
C/C(=C\C(=O)Nc1nccs1)c1ccccc1	-0.3	0.9	1	-4.1	2.7	0.2	-10.9	-1.4	-0.9	0.8
Cc1nn(CCC(N)=O)c2nc(-c3cccs3)cc(C(F)(F)F)c12	·	1.1	1.1	2.3	47.3	1.6	15.3	2.2	2.2	-0.4
Cc1cc(N2CCCC2)ccc1/C=C1\NC(=S)N(C)C1=O	-1.1	0.6	0.5	43.2	7.5	1.3	34.7	-4.5	8.3	0.7
CN(CC(=O)NC1CC(C)(C)NC(C)(C)C1)S(=O)(=O)c1cc(Cl)ccc1Cl	-0.9	0.9	0.9	-1.2	2.1	-0.9	-6.2	-4.3	6.6	-0.3
Cc1ccc2c(c1)C(c1ccncc1)=NNC(c1ccccc1)=N2	-1.6	0.9	0.9	0.0	18.9	0.6	-0.8	-4.2	-9.0	0.2
CS(=O)(=O)N(CC(=O)N1CCN(c2ccccc2)CC1)c1cccc(Br)c1	-3.2	1	1	-9.1	-8.4	0.1	4.9	-3.2	·	-0.2
N=c1oc2ccc3ccccc3c2cc1-c1nnc2n1CCCCC2	0.4	0.9	0.8	-0.5	2.1	0.7	-2.9	3.8	-11.0	0.0
O=C(NNC(=O)c1cc2cc3ccccc3nc2s1)c1cccc(C(F)(F)F)c1	-3.8	1.1	1.1	0.2	-6.6	8.1	-13.3	-5.9	·	0.0
CC(C)C(c1nnnn1CC1CCCO1)N1CCN(C2CCCC2)CC1 (stereo unspecified)	-2.4	1	1	-5.9	-6.1	2.3	-14.1	-2.3	-11.0	-0.3
COc1cccc(-c2csc(N3CCN(C(=S)Nc4cccc(C)c4)CC3)n2)c1	-0.5	0.8	0.9	-2.1	37.6	1.4	-8.7	-0.2	-4.2	-0.1
CCN1CCCC1Cn1cnc2c([nH]c3ccc(C)cc32)c1=O (stereo unspecified)	4.6	1.1	1.1	-5.4	51.7*	2.2	-12.1	-4.3	·	-0.2
O=C(COc1ccccc1)NCc1nnc2c3ccccc3c(-c3ccccc3)nn12	0.2	0.9	1	-2.3	1.1	0.5	-4.5	-3.9	-9.3	-0.4
COc1ccc(Cn2nnnc2C(c2cccs2)N2CCOCC2)cc1 (stereo unspecified)	2.9	1	1	-4.5	2.9	1.4	-3.8	2.2	-11.2	0.1
CCCc1sc(N/N=C/c2ccccn2)nc1-c1ccc(Br)cc1	2.3	0.8	0.9	7.3	96.5*	1.6	-22.9	-5.4	·	-0.3
O=c1c2ccccc2oc2nc3ccn(Cc4ccncc4)c(=O)c3cc12	-4.0	0.9	0.9	-0.8	6.8	-0.4	-3.7	-3.5	·	-0.2
CC1CN(C(=S)SCC(=O)c2ccc(Cl)cc2)CC(C)O1 (stereo unspecified)	0.7	0.8	0.9	-0.6	5.6	2.8	2.8	-9.3	-1.8	-0.3
CC(C)Cc1cc(C(=O)Nc2sc3c(c2C#N)CCC3)no1	-3.9	1	1	-2.0	-8.3	10.5*	4.5	-4.1	·	-0.4
Cc1cccc(C(=O)Nc2ccccc2C(=O)OCC(=O)Nc2ccc(C#N)cc2)c1	0.5	1.2	1.2	6.8	34.0	1.7	7.7	-3.4	4.5	0.3
Cc1nc2cc(NCc3nc4ccccc4n3Cc3ccccc3)ccc2n1C	2.5	0.8	0.8	-4.3	26.8	2.5	-9.1	-6.0	3.7	-0.2
CC1=C(C(N)=O)C(c2ccncc2)n2nc(-c3ccccc3Cl)nc2N1 (stereo unspecified)	0.1	1	1	-1.5	-4.0	-0.2	1.3	-0.8	-12.9	-0.3
COc1ccc(NC(=O)N/C=C/c2ccccc2)cc1	0.3	1.1	1	-8.1	-7.4	-1.0	-18.9	-1.5	3.0	-0.2
O=C(CCc1ccccc1)NCc1ccccn1	-3.7	0.9	0.8	-4.5	-4.5	2.2	-7.6	-0.5	-13.2	-0.2
O=C(NCc1ccccc1)c1ccc(S(=O)(=O)N2CCCc3ccccc32)cc1	-3.8	0.8	0.9	-6.2	20.2	12.2*	-10.8	-1.9	·	-0.5
CCCCN(CCCC)Cc1ccc(C(=O)NNC(=O)Nc2ccc(F)cc2)o1	-0.2	1	1	-2.2	-5.2	0.5	-108.8	-1.4	0.3	-0.3
CCO/C(C)=N/n1c2nc3ccccc3nc2c2c(=O)n(Cc3ccccc3Cl)c(C)nc21	2.8	0.9	0.8	-7.2	36.5	8.6*	-8.3	-7.0	·	0.0
CCOC(=O)C1=C(CC)NC2=C(C(=O)CCC2)C1c1ccc(OC)c(OC)c1 (stereo unspecified)	-2.3	1	1.1	-6.7	3.5	0.9	-11.4	-2.3	·	-0.1
CCOC(=O)c1cnc(SCC)[nH]c1=O	2.3	1	0.9	0.9	-3.2	0.0	-9.9	2.1	6.2	-0.1
ONC(=Nc1ccc(Cl)cc1)c1ccccc1Cl	-3.9	1	0.9	-3.6	0.8	0.0	-8.4	-3.4	·	-0.2
COc1ccccc1-c1nnc(SCC(=O)O)n1-c1ccc(C)cc1	1.4	·	·	2.2	-7.4	-0.7	-1.6	4.7	4.2	-0.1
COc1ccc(Cl)cc1NC(=O)C(C)OC(=O)c1ccc(NS(=O)(=O)c2ccc3[nH]c(=O)[nH]c3c2)cc1 (stereo unspecified)	0.1	0.8	0.9	-1.9	44.8	4.2	-10.0	-9.7	6.3	-0.1
O=[N+]([O-])c1ccc2nc(-c3ccc(Cl)cc3)n(OCc3ccccc3)c2c1	-10.7	1.3	1.8	3.9	14.8	5.4	2.2	-2.6	·	-0.4
COc1cc(/C=N/O)ccc1OCc1ccccc1Cl	-0.2	0.8	0.9	-3.5	2.8	3.7	-7.3	7.1	-12.5	0.2
O=C(Cn1cnc2c(nnn2Cc2ccc(Cl)cc2)c1=O)NCc1ccco1	1.2	0.9	0.9	0.6	-6.5	3.7	-4.6	-0.3	-15.2	0.0
Brc1cccc(-c2nnc3sc(CNCc4ccco4)cn23)c1	0.1	1.1	1	-3.3	4.1	-0.2	28.6	-8.8	-36.2	-0.1
CCN1CCN(c2nc3ccccc3nc2C(C#N)C(=O)OC2CCCCC2)CC1 (stereo unspecified)	1.2	0.9	0.9	3.2	84.9*	0.1	-2.9	-2.4	-24.6	0.1
COc1cc2c(cc1OC)C(C)N(C(=O)c1cc3c(=O)oc4ccc(C)cc4c3s1)CC2 (stereo unspecified)	0.3	1	1	-2.7	0.7	5.5	-0.2	3.8	-1.5	-0.1
O=C(Nc1nc(-c2ccc(S(=O)(=O)N3CCOCC3)cc2)cs1)c1ccccc1	-1.4	0.8	0.8	0.1	73.4*	4.3	-7.9	-6.3	·	-0.4
C=CCn1c(=NC(=O)c2ccco2)sc2cc(C(=O)OC)ccc21	0.7	0.8	1	-2.9	-0.3	2.1	-12.7	-11.8	-20.4	-0.3
Cc1cc(C)n2nc(C(=O)Nc3nccs3)nc2n1	-0.6	0.9	0.9	-2.7	4.7	1.8	-16.2	-2.4	·	-0.1
O=C(CSc1ncccn1)NCc1cccs1	-0.5	1	1	-1.3	-4.5	2.2	-3.8	-8.7	6.3	-0.3
CCN(CC)C(=O)CSc1nc2ccccc2c(=O)n1OC(C)C	0.0	1	1.1	-2.9	32.0	1.1	-9.9	2.4	·	-0.5
CN(Cc1ccccc1)c1nc2c(c(=O)n(C)c(=O)n2C)n1CCCc1ccccc1	0.3	0.9	0.9	-5.3	40.7	3.5	-12.9	3.8	-18.8	0.0
C=C(C)CN1C(=O)C(O)(CC(=O)c2ccc3c(c2)OCCO3)c2ccccc21 (stereo unspecified)	0.8	0.9	1	-2.6	-6.7	2.7	-10.4	-5.2	9.7	-0.3

In a second layout: entries from further up
SMILES,Redox H2O2 prof,PMI activator,PMI act hi M6P,TNAP inh hi DEA,Lmaj promast,RAM network inh,TNAP inh noacc,HMGR II inh,S1P3 antag,Hsp70 activator
COc1ccc(Cl)cc1NC(=O)C(C)OC(=O)c1ccc(NS(=O)(=O)c2ccc3[nH]c(=O)[nH]c3c2)cc1 (stereo unspecified),0.1,0.8,0.9,-1.9,44.8,4.2,-10.0,-9.7,6.3,-0.1
O=[N+]([O-])c1ccc2nc(-c3ccc(Cl)cc3)n(OCc3ccccc3)c2c1,-10.7,1.3,1.8,3.9,14.8,5.4,2.2,-2.6,·,-0.4
COc1cc(/C=N/O)ccc1OCc1ccccc1Cl,-0.2,0.8,0.9,-3.5,2.8,3.7,-7.3,7.1,-12.5,0.2
O=C(Cn1cnc2c(nnn2Cc2ccc(Cl)cc2)c1=O)NCc1ccco1,1.2,0.9,0.9,0.6,-6.5,3.7,-4.6,-0.3,-15.2,0.0
Brc1cccc(-c2nnc3sc(CNCc4ccco4)cn23)c1,0.1,1.1,1,-3.3,4.1,-0.2,28.6,-8.8,-36.2,-0.1
CCN1CCN(c2nc3ccccc3nc2C(C#N)C(=O)OC2CCCCC2)CC1 (stereo unspecified),1.2,0.9,0.9,3.2,84.9*,0.1,-2.9,-2.4,-24.6,0.1
COc1cc2c(cc1OC)C(C)N(C(=O)c1cc3c(=O)oc4ccc(C)cc4c3s1)CC2 (stereo unspecified),0.3,1,1,-2.7,0.7,5.5,-0.2,3.8,-1.5,-0.1
O=C(Nc1nc(-c2ccc(S(=O)(=O)N3CCOCC3)cc2)cs1)c1ccccc1,-1.4,0.8,0.8,0.1,73.4*,4.3,-7.9,-6.3,·,-0.4
C=CCn1c(=NC(=O)c2ccco2)sc2cc(C(=O)OC)ccc21,0.7,0.8,1,-2.9,-0.3,2.1,-12.7,-11.8,-20.4,-0.3
Cc1cc(C)n2nc(C(=O)Nc3nccs3)nc2n1,-0.6,0.9,0.9,-2.7,4.7,1.8,-16.2,-2.4,·,-0.1
O=C(CSc1ncccn1)NCc1cccs1,-0.5,1,1,-1.3,-4.5,2.2,-3.8,-8.7,6.3,-0.3
CCN(CC)C(=O)CSc1nc2ccccc2c(=O)n1OC(C)C,0.0,1,1.1,-2.9,32.0,1.1,-9.9,2.4,·,-0.5
CN(Cc1ccccc1)c1nc2c(c(=O)n(C)c(=O)n2C)n1CCCc1ccccc1,0.3,0.9,0.9,-5.3,40.7,3.5,-12.9,3.8,-18.8,0.0
C=C(C)CN1C(=O)C(O)(CC(=O)c2ccc3c(c2)OCCO3)c2ccccc21 (stereo unspecified),0.8,0.9,1,-2.6,-6.7,2.7,-10.4,-5.2,9.7,-0.3

Bioassay records (PubChem BioAssay)
